Source: PubChem (National Center for Advancing Translational Sciences (NCATS))
EPAC1 ag = qHTS for Agonist of cAMP-regulated guanine nucleotide exchange factor 3 (EPAC1): primary screen; Rap guanine nucleotide exchange factor 3 (Homo sapiens), O95398; EPAC1 agonist qHTS, biochemical assay; response scale: 100% = response to 6.5 mM cAMP; Potency, µM (highest dose often 154 µM), inactives show at the top dose activation, hits mostly activators; 0.073% of 360,000 active; AID 720707, 2013; also: nearly all actives have a fitted effect of over 60% in size
Target sequence (O95398 whole entry, looked up): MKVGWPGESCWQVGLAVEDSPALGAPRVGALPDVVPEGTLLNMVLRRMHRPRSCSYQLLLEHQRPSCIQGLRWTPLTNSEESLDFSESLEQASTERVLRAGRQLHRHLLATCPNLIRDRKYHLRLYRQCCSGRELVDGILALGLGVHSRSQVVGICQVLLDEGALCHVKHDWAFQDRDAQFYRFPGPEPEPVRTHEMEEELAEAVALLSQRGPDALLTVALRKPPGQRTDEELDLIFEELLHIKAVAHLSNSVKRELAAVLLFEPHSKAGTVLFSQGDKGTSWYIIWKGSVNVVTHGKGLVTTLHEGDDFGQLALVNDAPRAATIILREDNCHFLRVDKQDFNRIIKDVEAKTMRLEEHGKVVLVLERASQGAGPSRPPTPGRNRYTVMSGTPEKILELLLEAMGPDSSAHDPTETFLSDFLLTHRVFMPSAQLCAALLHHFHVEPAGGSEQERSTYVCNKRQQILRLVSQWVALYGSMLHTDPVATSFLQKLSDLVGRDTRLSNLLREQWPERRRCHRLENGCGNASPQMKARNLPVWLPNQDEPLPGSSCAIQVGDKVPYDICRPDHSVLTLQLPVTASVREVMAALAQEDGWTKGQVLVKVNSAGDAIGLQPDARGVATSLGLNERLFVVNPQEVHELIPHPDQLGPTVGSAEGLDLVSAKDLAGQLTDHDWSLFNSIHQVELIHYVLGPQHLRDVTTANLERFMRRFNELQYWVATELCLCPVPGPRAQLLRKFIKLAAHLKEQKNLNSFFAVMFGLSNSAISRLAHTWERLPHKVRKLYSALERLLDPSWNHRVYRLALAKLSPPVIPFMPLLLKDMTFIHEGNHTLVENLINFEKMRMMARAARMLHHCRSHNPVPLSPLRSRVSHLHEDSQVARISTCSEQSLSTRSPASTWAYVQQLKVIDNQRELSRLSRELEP
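Read-out is the fluorescence drop as BODIPY-GDP leaves Rap1B (480 nm excitation, 540 nm emission), recorded every 5 minutes over 30 minutes. Reactions held 100 nM EPAC1, 250 nM Rap1B–BODIPY-GDP and 50 uM GDP, with 6.5 mM cAMP setting full activation.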
aSyn yeast inh = qHTS of alpha-syn Inhibitors; Yeast expressing alpha-synuclein, growth rescue, BacTiter-Glo, 24 h; Potency, µM (doses to about 46.1 µM), without a hit: at the top dose growth rescue (activation), most hits filed as activators; 0.14% of 370,000 active; AID 652106, 2013; also: % of control where 0% means no effect; nearly all actives have a fitted effect of over 65% in size
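Readout is rescue of growth in alpha-synuclein-expressing yeast, so inhibitors of toxicity appear as activators. Growth after 24 hr at 30 deg C in galactose medium is quantified by luminescence.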
TDP-43 yeast inh = qHTS of TDP-43 Inhibitors. TDP-43 expressing yeast growth rescue, BacTiter-Glo, 24 h. Potency, µM (doses to about 46.1 µM), inactives show at the top dose growth rescue (activation), hits mostly activators. 1.8% of 410,000 active; also: % of control where 0% means no effect; nearly all actives have a fitted effect of over 50% in size
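Yeast cells expressing TDP-43 under galactose induction are exposed to compounds for 24 hr at 30 deg C. BacTiter-Glo luminescence measures growth, so protective compounds score as activators.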
FUS suppressor = qHTS for Suppressors of FUS Proteinopathy: Primary screen using FUS-linked yeast assay. Potency, µM (titrated, usually from 76.6 µM), without a hit: at the highest dose growth rescue (activation), most hits filed as activators. S. cerevisiae FUS-expressing, growth rescue, OD600, 24 h. 0.24% of 390,000 active;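 also: plate controls were DMSO vehicle for no effect and reference control for full effect; nearly all actives have a fitted effect of over 55% in size; some results filed as inactive show a strong effect at the top dose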
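Steps: raffinose overnight preculture; dilution to OD 0.005 in 2% galactose minimal medium; compound addition (concentration series); 24hr at 30C, 99% humidity; absorbance read at 600 nm.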
EPAC1 antagonist = qHTS for Antagonist of cAMP-regulated guanine nucleotide exchange factor 3 (EPAC1): primary screen. Rap guanine nucleotide exchange factor 3 (Homo sapiens), O95398. Potency, µM (top dose mostly 115 µM), without a hit: top-dose activity change, negative = inhibition, hits mostly inhibitors. EPAC1 GEF assay, Rap1b-BODIPY-GDP exchange fluorescence. AID 720709, 2013. 0.14% of 360,000 active;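 also: plate controls were vehicle for no effect and positive control for full effect; nearly all actives have a fitted effect of over 50% in size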
PTHR1 ag = qHTS for PTHR1 Agonists: Primary Screen; 0.075% of 410,000 active; Parathyroid hormone/parathyroid hormone-related peptide receptor (Homo sapiens), Q03431; Potency, µM (titrated, usually from 115 µM), for the others: at the highest dose activation, actives largely listed as activators; AID 743266, 2014; HEK293 GP2 PTHR1 cells, GloSensor cAMP luminescence, 1 h; also: nearly all actives have a fitted effect of over 55% in size; some results filed as inactive show a strong effect at the top dose; inactives centre near -15; many of its hits are not listed in these tables
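HEK-293-derived GP2 cells expressing PTHR1 and a GloSensor cAMP reporter, 3,000/well, plated overnight, given luciferin plus IBMX (each 0.5 mM as added) for 1 h at 37 °C, then compound for 1 h at 37 °C. Luminescence was read after 15 min at room temperature.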
EPAC2 ag = qHTS for Agonist of cAMP-regulated guanine nucleotide exchange factor 4 (EPAC2): primary screen | Rap guanine nucleotide exchange factor 4 (Homo sapiens), Q8WZA2 | EPAC2 activation, biochemical qHTS; response scale: 100% = 6.5 mM cAMP response | Potency, µM (series often up to 154 µM), for the others: top-dose activation, hits mostly activators | 0.079% of 360,000 active | AID 720711, 2013; also: nearly all actives have a fitted effect of over 50% in size
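Fluorescence exchange assay: 100 nM EPAC2 with 250 nM RAP1B-BODIPY-GDP and 50 uM GDP; compounds tested as a concentration-titration series (qHTS). Loss of Rap1-bound BODIPY-GDP fluorescence read at 480/540 nm; data normalized to 6.5 mM cAMP.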
EPAC2 antag = qHTS for Antagonist of cAMP-regulated guanine nucleotide exchange factor 2 (EPAC2): primary screen; Rap guanine nucleotide exchange factor 4 (Homo sapiens), Q8WZA2; EPAC2 GEF exchange of Rap1B-BODIPY-GDP, fluorescence; Potency, µM (titrated, usually from 114 µM), inactives show top-dose activity, negative = inhibition, hits mostly inhibitors; 0.18% of 360,000 active; AID 720708, 2013; also: % is scaled to controls: 0 for no effect and ±100 for the full control effect; nearly all actives have a fitted effect of over 45% in size; many of its hits are not listed in these tables
An asterisk follows results filed as active; i = inactive; u = inconclusive; x = not tested or not shown; & = joins results of further samples; [ ] = dose if it differs, or a comment. Calls follow the shape of the dose curve; as a rule, active = well fitted curve in the direction sought with a large enough effect; inconclusive = small, poorly fitted or top-dose-only effect, or another doubt; inactive = no such curve, though single readings can be large; an effect the other way counts as inactive or inconclusive. Potency is read from the fitted curve at half-maximal effect.

Order of results: EPAC1 ag | aSyn yeast inh | TDP-43 yeast inh | FUS suppressor | EPAC1 antagonist | PTHR1 ag | EPAC2 ag | EPAC2 antag
O=C(CS(=O)(=O)Cc1ccccc1)Nc1ccc(S(=O)(=O)N2CCOCC2)cc1
    10% | -2% | -11% | 10% | 5% | i | 13% | 2%
CCN(Cc1ccccc1)C(=O)c1cc(S(=O)(=O)N2CCOCC2)ccc1N1CCCC1
    -1% | -3% | 5% | -5% | 3% | i | 1% | -5%
CCc1ccc(C(=O)COC(=O)CNC(=O)C2CCCCC2)cc1
    9% | 1%&2% | -30% | 8% | -8% | -12% | 7% | 3%
Cc1ccc(Cn2ccc(O)c(Cc3ccccc3)c2=O)cc1
    -4% | 5% | 16% | -24% | 5% | -3% | 2% | 18%
O=C(O)c1ccc(N2CCCS2(=O)=O)cc1
    5% | -6% | -11% | -5% | 1% | i | 8% | 3%
CCC(C)c1ccccc1N1CC(C(=O)NCCc2ccc(OC)c(OC)c2)CC1=O (configuration not stated)
    -8% | 0% | -6% | 35% | 14% | i | -1% | 6%
O=C(Cn1cccc1C(=O)c1ccccc1)NCc1ccccn1
    2% | -1% | 7% | 2% | 10% | i | 2% | 10%
CCOc1ccc(-c2c(=O)n(OCC)c3ccccc3[n+]2[O-])cc1
    -5% | 0% | 18% | -10% | 1% | 0% | 3% | 13%
COc1ccc(/C=C/C(=O)Nc2ccccc2Cl)cc1S(=O)(=O)N1CCOCC1
    0% | 0% | -7% | 19% | 22% | -22% | 12% | 7%
N#Cc1cccc(C=C(C(=O)c2ccccc2)c2ccccc2)c1
    -2% | x | u | 19% | -20% | -88%[inhibitor][57.5 µM] | 13% | -22%
COCCCn1cc(CN2CC(N3CCN(Cc4ccccc4F)CC3)CS2(=O)=O)nn1 (configuration not stated)
    -1% | 5% | 13% | -7% | 2% | -12% | -1% | 5%
COc1cccc(OC)c1C(=O)Nc1ccc(N2CCCC2)cc1
    -1% | -2% | -6% | 27% | -3% | -15% | 6% | -1%
Cc1cc(C)c2c(-n3cccc3)c(C(=O)NNS(=O)(=O)c3ccc(F)cc3)sc2n1
    3% | 15% | u | 43% | -5% | i | -7% | 0%
CCC(C(=O)NCc1ccco1)n1nc(C)n2c(cc3occc32)c1=O (configuration not stated)
    -7% | -4% | -2% | -5% | 11% | i | 8% | -3%
CNC(=S)N/N=C/c1cccc(OCc2ccccc2F)c1
    2% | 7% | 7% | 5% | 10% | -13% | 6% | 6%
O=S(=O)(Nc1cccnc1)c1cccc(Cl)c1
    -1% | 5% | 2% | 6% | -13% | -11%[57.5 µM] | 7% | -2%
COc1cc(CC(=O)OCC(=O)N2CC(C)CC(C)C2)cc(OC)c1OC (configuration not stated)
    3% | 2% | -1% | 14% | -7% | 14% | 6% | -10%
CC(=O)c1c(O)c(C)c(O)c2c1OC1=CC(=O)C(C(C)=O)C(=O)[C@@]12C (some centres not stated)
    -8% | -5% | -3% | u | u | -10% | -6% | -16%
CC(C#N)(Nc1ccc(Cl)cc1)c1cccnc1 (configuration not stated)
    -2% | 24% | u | x | 6% | 3% | 13% | -13%
CC(CNC(=O)C1CCCN(S(=O)(=O)N2CCOCC2)C1)c1ccccc1 (configuration not stated)
    2% | -12% | 2% | 2% | -2% | -12% | 6% | 0%
CC(=O)c1c(C)[nH]c(C(=O)Nc2c(C)n(C)n(-c3ccccc3)c2=O)c1C
    -2% | 6% | -7% | 22% | 6% | 10% | 5% | 17%
Nc1ncnc2c1ncn2[C@@H]1O[C@H](CO)C[C@H]1O
    -12% | 1% | 27% | -37% | 2% | i | 2% | -2%
O=C(CCN1CCN(c2ccccc2)CC1)NNC(=O)c1ccccc1
    6% | 1% | 5% | -33% | 1% | i | 8% | 2%
Cc1nn(C)c(C)c1NC(=O)c1ccccc1NC(=O)Nc1ccccc1
    16% | 2% | 15% | 11% | -2% | i | 4% | 1%
O=C(NCC(NS(=O)(=O)OCC(Cl)(Cl)Cl)c1ccccc1)C(F)(F)F (configuration not stated)
    -2% | 5% | 16% | -21% | 2% | i | 7% | 4%
O=C(Cc1ccc(Cl)cc1)N/N=C/c1ccccc1
    -4% | -6% | 14% | -25% | -24% | i | -2% | -1%
Cc1cc(OC(=O)c2cc([N+](=O)[O-])ccc2Cl)c([N+](=O)[O-])c(=O)[nH]1
    -3% | 0% | 4% | -15% | 6% | -3% | -3% | -13%
CC1(C)CC2CC(C)(CN2C(=O)Cc2ccccc2)C1 (configuration not stated)
    6% | -12% | -2% | 24% | 1% | i | -8% | 7%
CCOc1ccc(N(CC(=O)NCc2ccco2)C(=O)CCC(=O)Nc2ccccn2)cc1
    -4% | -1% | -7% | 8% | 8% | i | 0% | -7%
CC(C)(C)N1CC(c2nc3ccccc3n2CCOc2ccccc2)CC1=O (configuration not stated)
    -5% | 11% | 12% | 6% | 10% | 0%[57.5 µM] | 10µM* | -11%
CC1CCCCN1CCCNc1ccc(C(CC(N)=O)NC(=O)Cc2ccc(Cl)cc2)cc1[N+](=O)[O-] (configuration not stated)
    -6% | 1% | 16% | -19% | -7% | -4% | 0% | 11%
O=C(NN1C(=O)c2ccccc2NC1c1ccccn1)c1ccc(Br)cc1 (configuration not stated)
    7% | 1% | -13% | 18% | -19% | i | 6% | -4%
COC(=O)c1c(C)oc2ccc(OC(=O)N3CCOCC3)cc12
    -9% | -2% | -18% | -1% | 1% | i | 7% | 18%
Cc1nc(CS(=O)c2ccc(Cl)cc2)cc(NCc2ccc(Cl)cc2Cl)n1 (configuration not stated)
    9% | -1% | 10% | -1% | u | -32%[inhibitor] | 5% | 0%
Cc1c(NC(=O)NC(C)N2C(=O)C3C4C=CC(C4)C3C2=O)c(=O)n(-c2ccccc2)n1C (configuration not stated)
    -4% | -12% | 8% | 4% | 20% | i | -3% | 3%
CC(O)C(NS(=O)(=O)c1ccc(Cl)cc1)C(=O)OCc1cc([N+](=O)[O-])cc2c1OCOC2 (configuration not stated)
    -4% | -3% | -18% | 4% | -7% | -59%[inhibitor] | 2% | -5%
COc1ccc(OCCNS(=O)(=O)c2ccc3oc4ccccc4c3c2)cc1
    0% | 0% | 0% | 10% | 3% | -13%[57.5 µM] | 1% | 0%
O=C(CN1CCc2ccccc21)NN1CC(=O)N(c2ccccc2)CC1=O
    -8% | -2% | -12% | 38% | -1% | i | 2% | 3%
Cc1cc(C)n(CC(=O)NC2CCCc3c2cnn3-c2ccc(C)c(C)c2)n1 (configuration not stated)
    -17% | -2% | 8% | 7% | -22% | -20% | 2% | 9%
COc1ccc(S(=O)(=O)N2CCCC2C(=O)NCC(=O)Nc2cccc(Cl)c2C)cc1 (configuration not stated)
    5% | 5% | -17% | 27% | 12% | -26% | 3% | 4%

Full records, looked up by structure. Screens in order: EPAC1 ag, aSyn yeast inh, TDP-43 yeast inh, FUS suppressor, EPAC1 antagonist, PTHR1 ag, EPAC2 ag, EPAC2 antag
COc1ccc(S(=O)(=O)N2CCCC2C(=O)NCC(=O)Nc2cccc(Cl)c2C)cc1 (configuration not stated) reads 5%, 5%, -17%, 27%, 12%, -26%, 3%, 4%
Cc1c(NC(=O)NC(C)N2C(=O)C3C4C=CC(C4)C3C2=O)c(=O)n(-c2ccccc2)n1C (configuration not stated) reads -4%, -12%, 8%, 4%, 20%, i, -3%, 3%
COC(=O)c1c(C)oc2ccc(OC(=O)N3CCOCC3)cc12 reads -9%, -2%, -18%, -1%, 1%, i, 7%, 18%
CC1CCCCN1CCCNc1ccc(C(CC(N)=O)NC(=O)Cc2ccc(Cl)cc2)cc1[N+](=O)[O-] (configuration not stated) reads -6%, 1%, 16%, -19%, -7%, -4%, 0%, 11%

(next part)
Order of results: EPAC1 ag | aSyn yeast inh | TDP-43 yeast inh | FUS suppressor | EPAC1 antagonist | PTHR1 ag | EPAC2 ag | EPAC2 antag
O=C1/C(=C/c2ccco2)Oc2c1ccc(O)c2CN1CCCCC1
    u | 0% | -5% | 39% | -16% | -19% | -34%[inhibitor] | 53%[activator]
Cn1nc(C(C)(C)C)c([N+](=O)[O-])c1C(=O)N1CCCCCC1
    1% | 1% | 29% | -17% | -7% | -19% | 4% | 4%
Cc1cc(C)cc(C(=O)OCC(=O)NCc2cccs2)c1
    -6% | 2% | 1% | -1% | -12% | 0% | 3% | 6%
CN1CCN(S(=O)(=O)c2cccc(C(=O)NCCOc3ccccc3)c2)CC1
    -6% | -2% | -20% | -7% | 0% | -7% | 23% | 31%[activator]
O=C(Nc1cc(F)ccc1F)C1CCCO1 (configuration not stated)
    1% | -1% | -12% | -7% | 7% | i | 2% | 7%
CCOc1ncccc1C(=O)OCC(=O)N1c2ccccc2CC1C (configuration not stated)
    13% | 5% | 10% | -1% | -14% | -9% | 11% | -7%
Cc1cc(N2CC(C)OC(C)C2)n2cc(-c3ccccc3)nc2n1 (configuration not stated)
    -2% | -2% | 11% | -1% | -12% | i | -2% | -9%
CCOC(=O)C(C)Oc1ccc2c(C)cc(=O)oc2c1C(C)=O (configuration not stated)
    13% | 4% | -6% | 30% | -11% | i | 0% | -18%
Cc1ccc(OCC(=O)Nc2ccccc2[N+](=O)[O-])c(Br)c1
    3% | -4% | -16% | 22% | -5% | -32%[inhibitor] | 10% | 6%
CC(=O)Nc1ccc(NC(=O)C(C)Oc2ccccc2C(=O)NCc2ccccc2)cc1 (configuration not stated)
    6% | 2% | 16% | 13% | -14% | -4% | 5% | -10%
O=C(NCc1cccc(C(F)(F)F)c1)C1CC(c2ccccc2C(F)(F)F)=NO1 (configuration not stated)
    -19% | 0% | 25% | 37% | -15% | -3% | 6% | -22%
CCCS(=O)(=O)C/C(N)=N/OC(=O)c1ccccc1Cl
    15% | 7% | 4% | -7% | 4% | -3% | 7% | 4%
COc1ccc(S(=O)(=O)N2CCCCCC2)cc1C(=O)N(C)CC(=O)Nc1ccc(Cl)c(Cl)c1
    -2% | 4% | -6% | 7% | -6% | -32% | 1% | -6%
COCCCNC(=S)NNC(=O)c1cc(-c2cccnc2)nc2ccccc12
    -9% | 2% | u | x | 2% | -22% | 5% | 13%

Not all compounds are listed; rates above refer to the full screens.
